Screens from PubChem BioAssay.
PKM2 act: PKM2 (human) enzyme activation. P14618. purified PKM2, Kinase-Glo ATP luminescence, activation; response scale: 0% is enzyme alone, no compound. Potency, µM (series often up to 57.5 µM), without a hit: at the highest dose activation, actives largely listed as activators. 260,000 tested, 0.34% active. AID 1631; note: potency is the fitted concentration of half-maximal effect; nearly all actives have a fitted effect of over 55% in size
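Purified hPK-M2 (>95%) run at intermediate activity with 0.1 mM ADP and 0.5 mM PEP in 50 mM imidazole pH 7.2, KCl, MgCl2; 1 h room temperature. ATP formed read by Kinase-Glo luminescence; normalized to uninhibited and no-enzyme controls.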
Giardia killer: kills Giardia lamblia | Giardia lamblia trophozoite viability | activity change, % at 7.66 µM, hits read low | 340,000 tested, 0.15% active; in the data active = activity change below about -80%; inconclusive = between about -30% and that limit;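 note: parasites exposed to compound for two days anaerobically before the ATP read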
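Trophozoites 100 cells/well + cpd; 48 hrs, 37 deg C, anaerobic. ATPLite 1-Step added, 15-30 min RT, luminescence read (ATP-based viability).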
BCR signal inh: blocks chronic active B-cell receptor signaling. Potency, µM (top dose mostly 46.1 µM), for the others: top-dose ratio change, negative = lower green/red ratio, hits mostly inhibitors. 340,000 tested, 0.05% active. ABC-DLBCL IkBa-CBG/CBR reporter, luminescence ratio, 4 h; active = well fitted inhibition curve with a large enough effect in the signal ratio, with a control signal flat, not every such curve was filed as active; inconclusive = small, poorly fitted or top-dose-only effect, or effect the other way, or a change in a side signal; the % refers to the signal ratio;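 note: potency is the fitted concentration of half-maximal effect; plate controls were basal doxycycline-induced cells for no effect and cells given 10 µM MG132 for full effect; MG132 reads +100%, hits lower the ratio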
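TMD8 ABC-DLBCL cells carrying doxycycline-inducible green luciferase fused to IkappaBalpha plus unfused red luciferase were exposed to compounds (up to 46 uM) for 4 hrs at 37C. Activity came from the overlap-corrected green/red luminescence ratio.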
Eya2 inh: inhibitors of human Eya2 phosphatase activity; 330,000 tested, 0.006% active; recombinant Eya2, OMFP fluorescence dephosphorylation (OMFP is methylfluorescein phosphate); AID 488837; Potency, µM (titrated, usually from 76.9 µM), without a hit: at the highest dose activity, negative = inhibition, actives largely listed as inhibitors; note: potency is the fitted concentration of half-maximal effect
Target sequence (O00167 whole entry, looked up): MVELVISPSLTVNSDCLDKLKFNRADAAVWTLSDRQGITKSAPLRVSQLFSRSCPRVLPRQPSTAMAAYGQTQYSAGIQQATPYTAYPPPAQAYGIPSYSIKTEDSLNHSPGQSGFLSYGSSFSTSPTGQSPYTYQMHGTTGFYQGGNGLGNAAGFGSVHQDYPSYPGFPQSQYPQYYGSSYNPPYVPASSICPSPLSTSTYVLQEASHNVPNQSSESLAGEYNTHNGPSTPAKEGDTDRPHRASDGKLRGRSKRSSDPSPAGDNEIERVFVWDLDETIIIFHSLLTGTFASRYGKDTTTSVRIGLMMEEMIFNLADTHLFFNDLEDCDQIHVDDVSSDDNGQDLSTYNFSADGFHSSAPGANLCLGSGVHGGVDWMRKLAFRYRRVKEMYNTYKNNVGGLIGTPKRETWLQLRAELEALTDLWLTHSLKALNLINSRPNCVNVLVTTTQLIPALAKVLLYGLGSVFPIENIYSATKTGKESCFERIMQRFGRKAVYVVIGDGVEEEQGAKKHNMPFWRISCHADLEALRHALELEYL
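Eya2 (0.2 uM) preincubated 10 min at ambient with compound, then OMFP substrate added at 50 uM; 10 min reaction in 50 mM HEPES pH 7.5, 50 mM NaCl, 5 uM MgCl2, 0.05% BSA, 1 mM DTT. Fluorescence read at Ex 485/Em 525 nm.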
hERG WT inh: blocks the wildtype human KCNH2 potassium channel. Q12809. U2OS, BacMam KCNH2, thallium flux FluxOr; active compounds read low. activity change, % at 1.84 µM. 340,000 tested, 0.37% active. AID 720551;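 active = maximum activity change below -70%; inconclusive = maximum activity change between -70% and -50%; inactive = maximum activity change above -50%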
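U2OS cells transduced with wild-type KCNH2 virus are loaded with FluxOr dye for 45 min, and thallium flux is measured in kinetic reads before and after stimulation buffer. Rate constants are normalized to DMSO controls.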
FBPA coupling cs: counter-screen for Giardia aldolase inhibitors: coupling enzyme system; activity change, negative = inhibition, % at 58.2 µM, hits read low; coupling enzyme system counterscreen, AmpLite Red fluorescence; AID 2472; 290,000 tested, 0.67% active; in the data active = activity change below about -30%
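Counterscreen lacking aldolase: glyceraldehyde-3-phosphate coupling-enzyme reagent preincubated 10 min at RT with compound (at 57.5 uM final), then substrate/coupling system with AmpLite Red added; fluorescence read at 525/598 nm after 20 min RT.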
uPA generation: cell surface uPA generation inhibition | cell surface uPA generation assay, qHTS | Potency, µM (doses to about 38.3 µM), inactives show at the highest dose activity change, negative = inhibition, actives largely listed as inhibitors | 330,000 tested, 0.31% active; active = well fitted inhibition curve with a large enough effect; inconclusive = small, poorly fitted or top-dose-only effect; inactive = no such curve, though single readings can be large or run the other way; tested in mouse RAW 264.7 cells; note: potency is the fitted concentration of half-maximal effect; nearly all actives have a fitted effect of over 55% in size
GALK inhibitor: galactokinase (human) inhibition. AID 1868. Purified GALK, Kinase-Glo residual ATP luminescence. 270,000 tested, 0.007% active. P51570. Potency, µM (top dose mostly 57.5 µM), for the others: at the top dose activity change, negative = inhibition, hits mostly inhibitors; note: potency is the fitted concentration of half-maximal effect
Target sequence (P51570 whole entry, looked up): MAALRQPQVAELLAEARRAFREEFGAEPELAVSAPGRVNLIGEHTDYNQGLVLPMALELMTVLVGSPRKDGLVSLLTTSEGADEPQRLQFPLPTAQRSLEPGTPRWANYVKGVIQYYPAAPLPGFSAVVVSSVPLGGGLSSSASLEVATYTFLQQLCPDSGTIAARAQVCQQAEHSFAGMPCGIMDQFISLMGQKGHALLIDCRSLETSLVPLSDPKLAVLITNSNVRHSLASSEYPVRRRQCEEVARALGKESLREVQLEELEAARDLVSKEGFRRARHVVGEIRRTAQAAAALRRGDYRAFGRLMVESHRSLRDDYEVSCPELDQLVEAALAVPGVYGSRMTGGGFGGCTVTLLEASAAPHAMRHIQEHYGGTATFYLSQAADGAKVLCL
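Luminescence from leftover ATP (Ultra-Glo luciferase/luciferin) served as read-out after a 1 h room-temperature reaction of 5 nM GALK with 35 uM ATP and 100 uM galactose.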
KCNH2 3.1 inh: KCNH2 3.1 (human) potassium channel inhibition | U2OS KCNH2 3.1, thallium flux FluxOr; active compounds read low | activity change, % (tested at about 1.8 µM) | 340,000 tested, 0.95% active | AID 720553;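 active = maximum activity change below -70%; inconclusive = maximum activity change from -70% to -50%; inactive = maximum activity change above -50%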;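 note: thallium influx rate constant from kinetic fluorescence after stimulation buffer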
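Virally transduced U2OS (3.1 isoform, 4 h infection in dark at RT) → overnight 37 C → FluxOr + Red40 in HBSS/HEPES, 45 min → stimulation buffer, 2 min kinetic read → rate constant vs DMSO controls.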
B2AR arrestin: recruits beta-arrestin to the human beta2-adrenergic receptor. P07550. beta-arrestin recruitment to beta2AR, cell-based reporter. Potency, µM (series often up to 46.1 µM), for the others: at the top dose activation, most hits filed as activators. 330,000 tested, 0.02% active;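 note: potency is the fitted concentration of half-maximal effect; 0% = DMSO controls and full agonism = EC100 isoproterenol or metaproterenol; nearly all actives have a fitted effect of over 65% in size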
USP2a inh: inhibitors of human ubiquitin-specific protease USP2a. O75604. USP2 core, Ub-CHOP2 coupled fluorogenic reporter, 485/531. Potency, µM (doses to about 38.3 µM), for the others: top-dose activity change, negative = inhibition, usual class: inhibitors. 330,000 tested, 0.01% active. AID 463254;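 note: potency is the fitted concentration of half-maximal effect; plate controls were DMSO wells for no effect and full inhibition by NEM control for full effect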
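Deubiquitinase activity read as fluorescence (485/531 nm) after Ub-CHOP2 cleavage activates the enterokinase reporter on its substrate; USP2 core 10nM, Ub-CHOP2 and substrate 25nM each, 30min compound preincubation then 60min RT; data normalized to NEM, curves fitted.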
* = called active by the depositor; ? = inconclusive; nt = not tested or not shown; [ ] = dose if it differs, or a comment. Unless noted, calls come from the whole dose curve; as a rule, active = well fitted curve in the direction sought with a large enough effect; inconclusive = small, poorly fitted or top-dose-only effect, or another doubt; inactive = no such curve, though single readings can be large; an effect the other way counts as inactive or inconclusive. Unless noted, % is set by controls: 0 for no effect and ±100 for the full control effect.

SMILES | PKM2 act | Giardia killer | BCR signal inh | Eya2 inh | hERG WT inh | FBPA coupling cs | uPA generation | GALK inhibitor | KCNH2 3.1 inh | B2AR arrestin | USP2a inh
CN(C(=O)COC(=O)CN1C(=O)C2CC=CCC2C1=O)c1ccccc1 (configuration not stated) | nt | -22 | 1% | 9% | -2 | nt | 2% | nt | 2 | -0.1% | 1%
CC(C)(C)C(=O)NN=C1CCC(c2ccccc2)CC1 (configuration not stated) | 0% | -5 | 0% | 3% | 7 | 2 | 0% | -6% | 12 | -1.6% | -2%
Cc1ccc(NC(=O)CCN2CC(C)OC(C)C2)cc1 (configuration not stated) | -5% | 8 | 0% | -3% | 7 | 0 | 2% | -1% | 13 | -0.5% | 1%
CCCc1ccc(OCC(O)CN2CCN(c3ccccn3)CC2)cc1 (configuration not stated) | nt | -29 | -2% | -1% | 1 | nt | 1% | -3% | -77* | 0.0% | 0%
COc1ccc(C)cc1N(CC(=O)N1CCCCCC1)S(=O)(=O)c1ccc(C)cc1 | 3% | 3 | 6% | -11% | -2 | nt | 0% | -6% | 17 | -0.2% | 1%
CC(=O)Cc1nsc(NC(=O)C2Cc3ccccc3C(=O)O2)n1 (configuration not stated) | 0% | -24 | 0% | -3% | -2 | 2 | 7% | 2% | -12 | 0.3% | 2%
Cc1ccc(C2(c3noc(CN(C)Cc4cccnc4)n3)CCCC2)cc1 | 5% | ? | 2% | -5% | -10 | 0 | -4% | -2% | -1 | -0.9% | -2%
CCOc1ccc(N(CC(=O)NC2CCCCC2)C(=O)CNC(=O)c2cccs2)cc1 | 3% | 16 | 0% | 1% | 18 | 3 | nt | -3% | -15 | -0.2% | -2%
COC(CNC(=O)CNC(=S)N(CCCN1CCOCC1)Cc1cccs1)OC | 1% | -4 | 5% | 4% | 0 | -1 | 9% | 10% | -5 | -0.7% | 2%
O=S(=O)(N/N=C/c1ccc(N2CCOCC2)cc1)c1ccccc1 | 4% | 5 | -1% | 0% | 4 | 1 | -3% | -1% | 0 | -0.1% | 1%
COc1ccccc1C(=O)NC(=S)N1CCCc2ccccc21 | 1% | 30 | 9% | -6% | ? | -39* | nt | 0% | -13 | 0.4% | 1%
COc1ccc(CNC(=O)COC(=O)c2ccc(C)c(S(=O)(=O)N3CCOCC3)c2)cc1 | nt | -9 | -2% | 2% | -16 | nt | 8% | nt | -15 | -1.6% | 4%
CCCCN(C(=O)COC(=O)c1ccc(C=O)cc1)c1c(N)n(CCC)c(=O)[nH]c1=O | nt | 18 | -6% | 5% | 6 | nt | -1% | nt | -3 | -0.9% | 2%
Cc1ccc(-n2c(Cc3cccn3C)nnc2SCC(=O)NC2CCCCC2)cc1 | -2% | -10 | 3% | 10% | -20 | 2 | nt | 0% | -23 | -0.7% | 0%
COc1ccc(/C(O)=C2/C(=O)C(=O)N(c3ncccn3)C2c2ccc(C(C)(C)C)cc2)cc1 (configuration not stated) | 0% | nt | 9% | -9% | nt | -1 | nt | 0% | nt | 0.5% | 5%
Cc1ccc(C)c(OCCC(=O)OCC(=O)Nc2ccc(C)c(S(=O)(=O)N3CCCCC3)c2)c1 | nt | -12 | ? | 4% | 1 | nt | -13% | nt | -37 | 0.0% | 0%
CC(C)(C)c1ccc(C(=O)NNC(=S)NCC2CCCO2)cc1 (configuration not stated) | 12% | 7 | 0% | -10% | -11 | 0 | -1% | 1% | 6 | 0.4% | 0%
COc1ccc(N2CCN(C(=O)C3CC(O)CN3S(=O)(=O)c3ccc([N+](=O)[O-])cc3)CC2)cc1 (configuration not stated) | -2% | 23 | 0% | 2% | -1 | -2 | -2% | 0% | 9 | 2.7% | 6%
COc1ccc(-n2c(=O)c3ccccc3n(Cc3ccc(F)cc3)c2=O)cc1OC | -3% | 6 | ? | 3% | -4 | -2 | -1% | -2% | 2 | 0.1% | 3%
Cc1ccc(-n2nc3c(=O)n(CC(=O)c4ccc(F)cc4)nc(C)c3c2C)cc1 | -3% | -1 | 1% | 8% | 2 | -2 | -2% | nt | -6 | -2.2% | 1%
CCOC(=O)N1CCN(C(=O)C2CCN(S(=O)(=O)c3ccc(OCC)cc3)CC2)CC1 | 2% | 13 | -4% | -11% | -15 | 0 | -1% | 5% | 3 | -0.2% | -2%
Clc1ccc(-c2nnc(CSc3nnc(-c4cccs4)n3Cc3ccccc3)o2)cc1 | 0% | -19 | ? | -3% | -125* | 1 | ? | nt | -86* | 2.6% | 3%
COC(=O)COc1cccc2c(=O)n(CC(=O)N3CCCc4ccccc43)ccc12 | -9% | 3 | 11% | -19% | -16 | 0 | 6% | -3% | -1 | -0.4% | 0%
CCC(C)c1ccccc1N1CC(C(=O)NCCC2=CCCCC2)CC1=O (configuration not stated) | nt | -11 | 1% | 3% | -6 | nt | 4% | nt | -8 | -0.1% | 0%
COc1ccc(NC(=O)c2oc3ccccc3c2NC(=O)C2CC2)cc1OC | 0% | 11 | ? | -8% | 24 | 2 | -2% | 2% | nt | -0.7% | -4%
O=C(O)C1C2C=CC(C2)C1C(=O)NCc1ccoc1 (configuration not stated) | 1% | 20 | 7% | 6% | 5 | 2 | 2% | 1% | -14 | -1.1% | 1%
COc1ccc(NC(=O)c2nc[nH]c2C(=O)N[C@H](C)c2ccccc2)cc1 | -1% | -16 | 8% | -14% | 2 | -6 | -18% | -1% | -16 | -0.6% | -3%
O=C(Nc1ccccc1N1CCCC1)c1ccc(F)c(S(=O)(=O)N2CCOCC2)c1 | nt | 3 | -2% | -20% | -2 | nt | -6% | nt | -12 | 0.0% | 1%
CCOC(=O)c1ccc(CNC(=O)C(Cc2c[nH]c3ccccc23)NC(C)=O)o1 (configuration not stated) | 1% | -1 | 1% | 17% | 26 | 0 | 9% | 3% | 20 | -0.3% | -1%
Cc1cccc(-c2sc(Nc3ccccc3)n[n+]2-c2ccccc2)c1 | nt | -3 | ? | -7% | -14 | nt | 6% | nt | 1 | 3.5% | 2%
Cc1c(C(=O)N/N=C/c2ccc(-c3ccccc3[N+](=O)[O-])o2)sc(N)c1C#N | ? | -2 | ? | -10% | -3 | -33* | 12% | 1% | 4 | -0.2% | 4%
CCN(CC)c1ccc(NC(=O)c2ccc(NC(=O)C3CCCO3)cc2)c(C)c1 (configuration not stated) | -2% | 16 | ? | -39% | 0 | -2 | 0% | 0% | -7 | -0.3% | 0%
CCCCNC(=O)C1CCCN1C(=O)Nc1ccccc1 (configuration not stated) | -1% | -7 | 7% | -11% | 0 | 0 | -1% | 0% | -1 | 0.0% | -1%
C=CCNC(=O)CC(=O)N/N=C/c1ccc(C(=O)OC)cc1 | -10% | 9 | 6% | 1% | 2 | 1 | -3% | 1% | 2 | 0.0% | 3%
O=C(NCc1ccco1)C(c1ccc(F)cc1)N(Cc1cccnc1)C(=O)Cn1nnc2ccccc21 (configuration not stated) | -2% | -22 | 1% | 9% | 1 | 1 | 2% | 4% | 0 | 0.1% | -5%
COCCNc1nnc(SCC(=O)NNC(=O)c2ccco2)s1 | nt | -13 | -8% | -5% | -6 | nt | -4% | nt | -4 | 0.1% | 2%
CCOC(=O)c1c(C)[nH]c2ccc(O)cc12 | -17% | 0 | 5% | 2%[15.4 µM] | -2 | -6 | -6% | 3% | 5 | 0.0% | 0%
CC(C)(C)OC(=O)N[C@@H](Cc1ccccc1)C(=O)N[C@@H](CO)[C@H](O)[C@@H]1C[C@@H]1C(=O)NC1CC1 | -1% | 26 | -7% | -6% | -1 | -3 | -8% | nt | 0 | 0.4% | 1%
CCOC(=O)c1c(NC(=O)Nc2ccc(F)cc2)sc2c1CCN(C)C2 | 2% | -7 | ? | 2% | 9 | 2 | -6% | 0% | -21 | -0.9% | 2%
Cc1cc(C)cc(NC(=S)N(Cc2cccc(Br)c2)CC2CCC(C(=O)O)CC2)c1 (configuration not stated) | 2% | 14 | ? | -11% | nt | 7 | -10% | -1% | 21 | 0.3% | 0%
CCOc1ccc(CCNC(=O)COC(=O)c2cccc(S(=O)(=O)N3CCCCC3)c2)cc1OCC | nt | -4 | -3% | -16% | 8 | nt | -7% | nt | 23 | 0.0% | -1%
O=C(Nc1ccccc1N1CCOCC1)c1ccc2ccccc2n1 | -4% | -22 | 0% | -2% | -7 | -2 | 3% | 0% | -21 | -1.2% | 0%
COc1ccc(/C=N/NC(=O)c2ccc(Cl)c(S(N)(=O)=O)c2)cc1OCC(N)=O | 1% | 6 | 0% | 1% | 7 | -1 | 0% | nt | -3 | -0.1% | 0%
